# From PubChem
# All columns: NCI-60 one-dose screen, growth in % after 48 h at 10 µM unless noted; 100 = growth as untreated, 0 = no growth, -100 = all killed.
# ACHN: ACHN renal cancer | 81,000 compounds, 4.9% hits
# CAKI-1: CAKI-1 renal cancer; 75,000 compounds, 4.7% hits
# NCI/ADR-RES: NCI/ADR-RES ovarian cells | 81,000 compounds, 4.4% hits | AID 1794790
# NCI-H522: NCI-H522 lung cancer | 78,000 compounds, 8% hits
# NCI-H226: NCI-H226 lung cancer; 79,000 compounds, 3.5% hits
# RXF 393: RXF 393 renal cancer cells; 77,000 compounds, 6.9% hits
# A498: A498 renal cancer cells; AID 1794774; 76,000 compounds, 5.4% hits
# NCI-H460: NCI-H460 lung cancer | 82,000 compounds, 6.8% hits
# NCI-H23: NCI-H23 lung cancer. 80,000 compounds, 4% hits
# * marks the source's active call; other numbers are inactive results; · = no result given; & = joins results of further samples. How the source made its calls: active means growth percent below 10; inactive means the rest.
1. COc1ccc(/C=C/C(=O)c2ccc(Nc3ncnc4cc(OC)c(OC)cc34)cc2)cc1F
2. COC(=O)C1(C(F)(F)F)C(C)=C(C)N(c2ccccc2)C2=C1CCCC2 (stereo not given)
3. N#CC(c1ccccc1)C1CCN(Cc2ccccc2)CC1 (stereo not given)
4. N#CN=C(N)NC(=O)c1ccccc1
5. COc1cc(C(=O)c2cc(C(C)=O)c3cc(C)ccn23)cc(OC)c1OC
6. Cn1c(=O)c2nc(/C=C/c3ccccc3)c(=O)[nH]c2n(C)c1=S
7. O=C(O)c1ccc(-c2nn(-c3ccc(C(=O)O)cc3)cc2/C=N/Nc2c(F)c(F)cc(F)c2F)cc1
8. COc1ccc(-c2cc(-c3cc(OC)c(OC)c(OC)c3)c(C#N)c(=O)n2Cc2ccc(C(=O)Nc3ccccc3N)cc2)cc1
9. COc1ccc(/C=C/C(=O)c2ccccc2)cc1OC
10. Cc1sc2nc3[nH]c(=O)/c(=C/c4ccc(Cl)cc4)n3c(=O)c2c1C
Screen / compound no.	1	2	3	4	5	6	7	8	9	10
ACHN	93	100	97	105	97	105	·	90	86&100	95
CAKI-1	88	·	·	100	71	92	·	76	85&94	147
NCI/ADR-RES	89	88	101	108	91	106	105	95	68&92	98
NCI-H522	83	68	94	94	89	102	89	100	69&88	75
NCI-H226	93	104	116	102	105	101	103	83	88&93	95
RXF 393	·	50	114	109	92	118	112	99	73&95	88
A498	90	103	·	104	82	98	115	57	86&103	88
NCI-H460	91	125	100	103	101	103	114	97	74&100	104
NCI-H23	94	91	110	105	98	100	96	91	87&90	87

11. CCCCC(CC)CNCCOC(=O)c1ccc(N)cc1 (stereo not given)
12. O=C(N=Nc1c(O)[nH]c2ccccc12)c1cc(-c2ccc(Cl)cc2)nc2ccccc12
13. CC1NC2CCCCC2C1CCNC(=O)C1CCN(C(=O)C2CCCCC2F)CC1 (stereo not given)
14. COc1cc2c3c(c4c5ccccc5[nH]c4c2c(OC)c1OC)C(=O)N(CCN1CCCCC1)C3=O
15. COc1cccc(/C=C2\N=C(Nc3ccc(O)cc3)NC2=O)c1
16. C1=C2Sc3ccccc3N=C2c2ccccc2C1
17. Oc1c2c(n3cccc13)=c1ccc(Cl)cc1=N2
18. O=C(O)c1cc(Br)c(O)cc1O
19. CCOC(=O)C1=C(N)N(c2ccc(C)cc2)C2=C(C(=O)CC(C)(C)C2)C1c1cccnc1 (stereo not given)
20. CC(=O)C(/C=N/C(N)=O)=C(/C)O
Screen / compound no.	11	12	13	14	15	16	17	18	19	20
ACHN	105	105	98	-40*	99	92	96	94	105	100
CAKI-1	108	100	89	-49*	91	115	95	113	97	98
NCI/ADR-RES	93	92	98	25	102	99	96	98	96	99
NCI-H522	·	106	93	36	85	102	116	102	98	100
NCI-H226	98	91	96	28	88	105	96	99	104	111
RXF 393	98	90	101	-9.9*	104	127	111	109	·	114
A498	101	154	106	42	101	111	65	114	107	93
NCI-H460	111	105	102	-48*	99	78	106	109	106	116
NCI-H23	97	92	90	18	89	70	95	95	98	·

# Some of these compounds in order of length of the SMILES, largest number first:
7. O=C(O)c1ccc(-c2nn(-c3ccc(C(=O)O)cc3)cc2/C=N/Nc2c(F)c(F)cc(F)c2F)cc1
14. COc1cc2c3c(c4c5ccccc5[nH]c4c2c(OC)c1OC)C(=O)N(CCN1CCCCC1)C3=O
12. O=C(N=Nc1c(O)[nH]c2ccccc12)c1cc(-c2ccc(Cl)cc2)nc2ccccc12
10. Cc1sc2nc3[nH]c(=O)/c(=C/c4ccc(Cl)cc4)n3c(=O)c2c1C
5. COc1cc(C(=O)c2cc(C(C)=O)c3cc(C)ccn23)cc(OC)c1OC
6. Cn1c(=O)c2nc(/C=C/c3ccccc3)c(=O)[nH]c2n(C)c1=S
3. N#CC(c1ccccc1)C1CCN(Cc2ccccc2)CC1 (stereo not given)
17. Oc1c2c(n3cccc13)=c1ccc(Cl)cc1=N2
11. CCCCC(CC)CNCCOC(=O)c1ccc(N)cc1 (stereo not given)
16. C1=C2Sc3ccccc3N=C2c2ccccc2C1
18. O=C(O)c1cc(Br)c(O)cc1O
Screen / compound no.	7	14	12	10	5	6	3	17	11	16	18
ACHN	·	-40*	105	95	97	105	97	96	105	92	94
CAKI-1	·	-49*	100	147	71	92	·	95	108	115	113
NCI/ADR-RES	105	25	92	98	91	106	101	96	93	99	98
NCI-H522	89	36	106	75	89	102	94	116	·	102	102
NCI-H226	103	28	91	95	105	101	116	96	98	105	99
RXF 393	112	-9.9*	90	88	92	118	114	111	98	127	109
A498	115	42	154	88	82	98	·	65	101	111	114
NCI-H460	114	-48*	105	104	101	103	100	106	111	78	109
NCI-H23	96	18	92	87	98	100	110	95	97	70	95

# Going on with the list.
21. O=C(Cc1ccccc1)Nc1nnc(NC2CCN(c3nnc(NC(=O)Cc4ccccc4)s3)CC2)s1
22. CC1CN(Cc2ccccc2)C(=O)NC1=O (stereo not given)
23. CC(C)NC(=O)c1cc(-c2ccc(NC(=O)Nc3ccc(N4CCN(C)CC4)c(C(F)(F)F)c3)cc2)nc2cccnc12
24. Cc1cccc(Cl)c1NC(=O)CCC(=O)O
25. c1ccc([P+](CCSCCSCC[P+](c2ccccc2)(c2ccccc2)c2ccccc2)(c2ccccc2)c2ccccc2)cc1
26. Cc1ccc(N2C3c4ccccc4N(S(=O)(=O)c4ccc(C)cc4)C2c2ccccc2N3S(=O)(=O)c2ccc(C)cc2)cc1
27. Cc1cc2nc3c4cc(C=O)ccc4n(CCN(C)C)c3nc2cc1C
28. C=C1CC[C@@H]2[C@]3(C)COC(c4cn[nH]c4-c4ccc(C)cc4)O[C@@H]3CC[C@@]2(C)[C@@H]1C/C=C1/C(=O)OCC1O (stereo not given in full)
29. C=C1CC[C@@H]2[C@](C)(COC(C)=O)[C@H](OC(C)=O)CC[C@@]2(C)[C@@H]1CC(Nc1ccc(S(=O)(=O)Nc2nc(C)cc(C)n2)cc1)C1=CCOC1=O (stereo not given in full)
30. CC(=O)N/C(=C/c1ccccc1)C(=O)N1CCCC1C(=O)O (stereo not given)
Screen / compound no.	21	22	23	24	25	26	27	28	29	30
ACHN	103	109	-100*	107	99	95	-15*	-54*	72	97
CAKI-1	·	116	-94*	90	98	100	3.5*	50	74	100
NCI/ADR-RES	98	107	-62*	117	101	·	19	-42*	67	107
NCI-H522	73	92	-91*	96	70	106	-9.5*	-58*	22	106
NCI-H226	99	106	-69*	108	93	94	-3.6*	-65*	87	98
RXF 393	·	124	-90*	112	107	121	19	-32*	85	105
A498	44	121	-98*	95	78	97	·	133	85	76
NCI-H460	93	109	-62*	111	102	99	0.7*	67	90	99
NCI-H23	96	110	-85*	·	94	100	17	-8.2*	84	105

31. CCC(C)[C@H](NC(=O)OC(C)(C)C)C(=O)Nc1cccc(-c2cc(=O)c3c(OC)c(OC)c(OC)cc3o2)c1 (stereo not given in full)
32. O=[N+]([O-])c1ccc(Cl)c(S(=O)(=O)O)c1
33. COc1cnc2c(c1)C(=O)c1c-2n(CCCN2CCC(N)CC2)c(=O)c2cc([N+](=O)[O-])ccc12
34. CCOC(OCC)c1ccccc1
35. CCOC(=O)C(=Cc1cccc(Br)c1)C(=O)OCC
36. Cc1ccc(Cc2cnc(NC(=O)c3cc(Br)cs3)s2)cc1
37. C=C(C[n+]1ccccc1)[C@@H]1CC[C@]2(C(=O)OC)CC[C@]3(C)[C@H](CC[C@@H]4[C@@]5(C)CC[C@H](OC(C)=O)C(C)(C)[C@@H]5CC[C@]43C)[C@@H]12
38. COc1cc(-c2c(C(N)=O)nnn2-c2cc(OC)c(OC)c(OC)c2)cc(OC)c1OC
39. N/C(=N/N=C\c1ccccc1Cl)N/N=C/c1ccccc1Cl
40. c1ccc2cc(C[n+]3ccn(CCCCCCn4cc[n+](Cc5ccc6ccccc6c5)c4)c3)ccc2c1
Screen / compound no.	31	32	33	34	35	36	37	38	39	40
ACHN	85	101	20	·	28	82	108	·	104	73
CAKI-1	58	106	45	100	59	54	92	95	122	95
NCI/ADR-RES	78	108	76	99	12	34	98	114	102	100
NCI-H522	88	·	42	99	24	34	79	88	65	33
NCI-H226	78	109	36	95	45	73	97	100	102	70
RXF 393	89	126	64	·	40	71	97	108	112	87
A498	71	113	63	85	95	55	120	103	97	10
NCI-H460	98	108	11	103	68	47	99	111	99	25
NCI-H23	94	103	38	96	18	73	92	109	106	30

41. CC(C)(Oc1ccc([N+](=O)[O-])cc1)C(=O)O
42. N#CCCNC(N)=O
43. CC1(c2ccc(Cl)cc2)N=C(N)Nc2nc3ccccc3n21 (stereo not given)
44. CO[C@]1(CO)O[C@@H](n2ccc(=O)[nH]c2=O)[C@@H](F)[C@@H]1O
45. COC(=O)c1cc(-c2ccc(S(C)(=O)=O)cc2)[nH]c1N/N=C/c1c(Cl)cccc1Cl
46. COc1c(B(O)O)cccc1-c1cc(C)c2c(ccc3[nH]ncc32)n1
47. O=C1Nc2ccc(Cl)cc2/C1=C/c1cccc(OCc2ccccn2)c1
48. Cc1nn(-c2ccccc2)c(Cl)c1/C=C1\N=C(c2ccccc2)N(C(=O)c2ccc([N+](=O)[O-])cc2)NC1=O
49. CC1=C(C(=O)Nc2ccccn2)C(c2cn(-c3ccccc3)nc2-c2ccccc2)C(C(=O)Nc2ccccn2)=C(C)N1
50. CCCCSc1nc(Nc2ccc(/C(C)=N/NC(N)=S)cc2)c(C#N)c(-c2ccccc2)n1
Screen / compound no.	41	42	43	44	45	46	47	48	49	50
ACHN	107	114	107	103	54	56	-40*	85	101	14
CAKI-1	97	87	92	89	30	-18*	-7.9*	60	93	34
NCI/ADR-RES	101	100	110	101	3.9*	83	-24*	66	93	25
NCI-H522	75	107	84	79	-15*	63	-76*	74	95	40
NCI-H226	101	108	100	·	47	90	-21*	86	89	4.3*
RXF 393	104	115	132	108	-2.3*	7.0*	-31*	83	98	·
A498	127	110	·	98	-22*	8.9*	95	58	99	42
NCI-H460	104	108	·	101	3.6*	71	-16*	60	108	12
NCI-H23	92	95	107	104	30	78	15	62	98	24

51. CN(C)c1ccc2c(c1)OC(N)=C(C#N)C2c1ccc2c(c1)CCO2 (stereo not given)
52. CCN1CCN(C2=NC(=O)/C(=C/c3cccs3)S2)CC1
53. Cc1ccccc1NC(=O)Oc1cccc(OC(=O)c2ccccc2)c1
54. CC(=O)c1c(C)nc2ccccc2c1/C=C/c1ccccc1
55. O=C(CSc1nc2ccccc2c(=O)[nH]1)NNC(=O)c1ccccc1Cl
56. NNc1nc2c(cnn2-c2ccccc2)c(=O)n1NC(=O)c1ccccc1
57. CCN(CC)CC(=O)N(CC)c1ccc(C)c(Cl)c1
58. O=c1[nH]c(O)c(/C=N/C(=S)Nc2ccc(S(=O)(=O)Nc3nccs3)cc2)c(=O)[nH]1
59. C#C[C@]1(O)CC[C@H]2[C@@H]3CC=C4c5sc(-c6ccc(Cl)cc6)nc5CC[C@]4(C)[C@H]3CC[C@@]21C
60. CC1O[C@@H]2C[C@@](O)([C@H]1O)n1c3ccccc3c3c4c(c5c6ccccc6n2c5c31)C(=O)NC4=O (stereo not given in full)
Screen / compound no.	51	52	53	54	55	56	57	58	59	60
ACHN	37	104	98	88	112	107	117	104	102	19
CAKI-1	37	96	87	83	90	93	·	94	91	28
NCI/ADR-RES	3.0*	99	94	92	123	103	102	100	103	81
NCI-H522	-6.5*	97	100	77	104	107	84	87	103	31
NCI-H226	49	106	96	86	111	108	100	100	101	37
RXF 393	24	102	110	99	117	110	105	117	67	49
A498	-9.6*	106	136	102	100	128	87	107	90	42
NCI-H460	9.8*	120	107	95	106	112	104	113	109	11
NCI-H23	35	97	96	87	104	99	103	104	96	34

61. Cc1ccc(CNc2ccc(Cl)cc2)cc1
62. CCC(C)[C@@H]1NC(=O)[C@H](C(C)C)NC(=O)/C(C)=C/C(C)CC(C)CC(C)CC(C)CCC(C)OC1=O (stereo not given in full)
63. O=C(c1nc2ccccc2[nH]1)C1C(c2cccc(F)c2)C2CSCN2[C@@]12C(=O)Nc1ccccc12 (stereo not given in full)
64. C=COC(=O)c1ccccc1C(=O)OCCCC
Screen / compound no.	61	62	63	64
ACHN	94	96	90	114
CAKI-1	97	75	75	100
NCI/ADR-RES	104	94	96	104
NCI-H522	·	74	78	109
NCI-H226	100	72	93	98
RXF 393	93	101	85	101
A498	99	109	·	105
NCI-H460	101	100	97	102
NCI-H23	99	76	91	99
